Source: PubChem BioAssay
CHT inh: inhibitors of human choline transporter CHT | B-score at 10 µM | 0.86% of 310,000 active | CHT-expressing cells, membrane potential dye, choline response; stronger effect = lower value | Q9GZV3;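 active = B-score over 3 SD under the library average, and starting fluorescence ratio not unusually high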;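 note: choline stimulus applied at its EC90 after an EC20 pre-addition; B-score computed on integrated fluorescence ratio after choline addition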
Target sequence (Q9GZV3 whole entry, looked up): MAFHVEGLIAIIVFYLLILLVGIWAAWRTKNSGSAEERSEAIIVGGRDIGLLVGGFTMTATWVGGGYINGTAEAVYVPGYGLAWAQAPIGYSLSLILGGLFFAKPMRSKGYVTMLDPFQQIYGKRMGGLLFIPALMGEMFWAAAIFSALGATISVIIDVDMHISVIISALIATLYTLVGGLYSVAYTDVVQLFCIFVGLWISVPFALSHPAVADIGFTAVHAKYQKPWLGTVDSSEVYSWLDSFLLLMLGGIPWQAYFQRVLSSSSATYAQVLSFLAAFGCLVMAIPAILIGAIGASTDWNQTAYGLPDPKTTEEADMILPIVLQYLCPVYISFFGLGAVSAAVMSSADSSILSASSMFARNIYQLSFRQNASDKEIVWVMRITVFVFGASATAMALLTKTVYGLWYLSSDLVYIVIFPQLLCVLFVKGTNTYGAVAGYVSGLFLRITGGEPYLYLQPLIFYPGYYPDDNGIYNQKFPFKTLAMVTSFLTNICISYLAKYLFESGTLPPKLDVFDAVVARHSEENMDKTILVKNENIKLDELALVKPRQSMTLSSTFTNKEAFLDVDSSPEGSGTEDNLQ
STK33 kinase inh: blocks human STK33 kinase activity; inhibition, % at 10 µM; 0.073% of 320,000 active; purified STK33, MBP phosphorylation, ADP-Glo luminescence; AID 2661; Q9BYT3;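 active = inhibition at or above 25%, using the most active replicate where run in duplicate; inactive = inhibition below 25%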
Target sequence (Q9BYT3 whole entry, looked up): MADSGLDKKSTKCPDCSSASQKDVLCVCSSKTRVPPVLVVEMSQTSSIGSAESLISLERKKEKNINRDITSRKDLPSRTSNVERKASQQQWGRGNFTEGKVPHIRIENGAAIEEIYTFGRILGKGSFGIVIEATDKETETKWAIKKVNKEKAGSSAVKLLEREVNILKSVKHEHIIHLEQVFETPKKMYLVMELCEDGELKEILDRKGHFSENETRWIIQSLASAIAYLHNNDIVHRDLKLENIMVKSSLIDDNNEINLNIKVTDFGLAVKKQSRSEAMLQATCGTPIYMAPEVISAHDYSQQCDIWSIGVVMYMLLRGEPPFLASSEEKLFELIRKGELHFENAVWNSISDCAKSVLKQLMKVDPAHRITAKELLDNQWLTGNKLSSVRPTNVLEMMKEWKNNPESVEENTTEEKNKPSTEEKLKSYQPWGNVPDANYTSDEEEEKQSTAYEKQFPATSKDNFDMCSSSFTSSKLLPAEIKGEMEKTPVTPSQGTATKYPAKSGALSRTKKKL
CHT PAM: allosteric activators of human choline transporter CHT; Q9GZV3; CHT-expressing cells, membrane potential dye, choline EC20; stronger effect = higher value; LV-AA mutant CHT in HEK293 cells; B-score at 10 µM; 0.49% of 310,000 active; AID 488977;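 active = initial fluorescence not abnormally high and integrated response B-score, plate-corrected, over 3 SD above library mean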
The depositor's hits bear a star; i = inactive; . = not tested or not shown.

Second line of a record: CHT inh | STK33 kinase inh | CHT PAM
CCOC(=O)Nc1ccc(C)cc1C
 : i | -2.7 | i
C#CCOc1ccc(/C=C2\SC(=S)N(Cc3cccnc3)C2=O)cc1
 : i | -0.7 | i
COc1ccc(C(=O)CSc2nc(C)cc(=O)[nH]2)cc1C
 : i | -8.4 | i
O=C(Nc1cccc(-c2cccc(F)c2)c1)C1CCN(Cc2ccc(CO)o2)CC1
 : i | -1.9 | i
COc1nc(N)nc(N2CCOCC2)n1
 : i | -0.2 | i
O=C(c1ccc(F)cc1)c1cc2ccc(O)cc2oc1=O
 : i | 10 | i
CCN(Cc1ccccc1)C(=O)CN1C(=O)NC2(CC(C)CC(C)(C)C2)C1=O (stereo not given)
 : i | -0.1 | i
Cn1[nH]c(-c2ccccc2)c(/C=N/O)c1=O
 : i | 0.5 | i
CC(=O)c1ccc(N2CCN(C(=O)/C=C/c3cccs3)CC2)cc1
 : i | -1.0 | i
COc1ccc(CNS(=O)(=O)c2ccc(C3CNC(=O)C3)cc2)cc1 (stereo not given)
 : i | -1.5 | i
NC(=O)CSc1nnnn1-c1ccc(OC(F)(F)F)cc1
 : i | -5.4 | i
COC(C(=O)N/N=C(\C)c1ccc(C(C)(C)C)cc1)c1ccccc1 (stereo not given)
 : i | -0.2 | i
Cc1ccc(/C=N\NC(=O)c2cc(OCC(F)(F)F)ccc2OCC(F)(F)F)cc1
 : i | 1.5 | i
Fc1ccc(CCNC(=S)Nc2ccc(F)cc2)cc1
 : i | . | i
CC(C)(C)c1nc(SCC(=O)NCc2cccs2)c2ccccc2n1
 : i | 0.1 | i

Additional structures follow.
Second line of a record: CHT inh | STK33 kinase inh | CHT PAM
CC1(C)CC(=O)C=C(Nc2cccc(C(F)(F)F)c2)C1
 : i | 0.5 | i
O=C(NCc1cccs1)c1ccccc1F
 : i | -1.6 | i
O=C(CN1CCN(c2ccccc2F)CC1)NC(=O)NCc1ccccc1
 : i | -1.2 | i
COc1ccccc1-c1cc(C(F)(F)F)nc(S(=O)(=O)CCCC(=O)N2CCOCC2)n1
 : -5.1* | 2.0 | i
CSc1ccc(CN(C)CC(=O)NCc2ccccc2)cc1
 : i | -0.4 | i
C=CCn1cn[nH]c1=S
 : i | 0.9 | i
O=C1NCCN(Cc2ccoc2)C1CC(=O)N(Cc1ccccc1)CC1CCC1 (stereo not given)
 : i | 0.6 | i
O=C(CN1C(=O)c2ccc([N+](=O)[O-])cc2C1=O)NCc1ccco1
 : i | -2.0 | i
CCOC(=O)c1sc2nc(CSc3ccccc3)[nH]c(=O)c2c1C
 : i | -1.9 | i
COC(=O)c1cc(CC(=O)c2ccc(O)cc2O)c(C)o1
 : i | -0.8 | i
O=S(=O)(c1ccc(Cl)cc1)N1CCN(c2ccccn2)CC1
 : i | -1.8 | i
Cc1sc2nc(SCC(=O)N3CC(C)OC(C)C3)n(C)c(=O)c2c1C (stereo not given)
 : i | 1.6 | i
O=C(O)CCc1ccc(-c2ccc(F)cc2)n1CC(=O)O
 : i | -0.8 | i
CCCOc1ccc(-c2cnc(N)s2)cc1
 : i | 0.2 | i
O=C(O)c1cccnc1Sc1ccc(Cl)cc1
 : i | -1.4 | i

Molecules shown so far that contain an aryl thioether with sulfur outside any ring, in the order listed:
Second line of a record: CHT inh | STK33 kinase inh | CHT PAM
COc1ccc(C(=O)CSc2nc(C)cc(=O)[nH]2)cc1C
 : i | -8.4 | i
NC(=O)CSc1nnnn1-c1ccc(OC(F)(F)F)cc1
 : i | -5.4 | i
CC(C)(C)c1nc(SCC(=O)NCc2cccs2)c2ccccc2n1
 : i | 0.1 | i
CSc1ccc(CN(C)CC(=O)NCc2ccccc2)cc1
 : i | -0.4 | i
CCOC(=O)c1sc2nc(CSc3ccccc3)[nH]c(=O)c2c1C
 : i | -1.9 | i
Cc1sc2nc(SCC(=O)N3CC(C)OC(C)C3)n(C)c(=O)c2c1C (stereo not given)
 : i | 1.6 | i
O=C(O)c1cccnc1Sc1ccc(Cl)cc1
 : i | -1.4 | i

The listing continues.
Second line of a record: CHT inh | STK33 kinase inh | CHT PAM
O=C(NCc1ccccc1)C1CCCN(C(=O)NCc2ccccc2)C1 (stereo not given)
 : i | -1.7 | i
CCOc1ccc(-c2cc(C(=O)N/N=C/c3cccnc3)c3ccccc3n2)cc1
 : i | -1.0 | i
CCn1cc(C(=O)N2CCN(c3cccc(Cl)c3)CC2)c2cc(OC)c(OC)cc2c1=O
 : i | 0.6 | i
CC(C)CC1c2[nH]c3ccccc3c2CCN1C(=O)C1CCOCC1 (stereo not given)
 : i | -1.1 | i
CS(=O)(=O)N(CC(=O)N1CCC(C(N)=O)CC1)Cc1ccc(Cl)c(Cl)c1
 : i | -1.0 | i
CCOC(=O)c1cnc(SC)nc1Oc1cccc(NS(=O)(=O)c2ccccc2)c1
 : i | -3.8 | i
CC1(C)Cc2ccccc2-c2nc(NCCCO)n(-c3ccccc3)c(=O)c21
 : i | 2.6 | i
OC1(C#CCN2CCCC2)c2ccccc2-c2ccccc21
 : i | 0.5 | i
CCn1cc(CN2CCCC(CO)(Cc3cccc(Cl)c3)C2)cn1 (stereo not given)
 : i | 0.3 | i
COc1ccc(C2/C=C\CN(C(=O)C3CCCC3)CC(=O)N2Cc2ccc(F)cc2)cc1 (stereo not given)
 : i | -1.1 | i
CC(OC(=O)CN1C(=O)C2C3C=CC(C4CC34)C2C1=O)C(=O)c1ccccc1 (stereo not given)
 : i | -1.8 | i
O=C(O)CCCN(Cc1cccc(Br)c1)S(=O)(=O)c1ccc(Br)cc1
 : i | 0.3 | i
Fc1ccccc1CNC(=S)Nc1cccc(C(F)(F)F)c1
 : i | -1.6 | i
Cc1cccc(C(=O)NCCc2ccccc2)c1
 : i | 0.4 | i
COc1ccc(/C=N/NC(=O)Nc2ccc3nsnc3c2)c(OC)c1
 : i | 0.4 | i

Next section.
Second line of a record: CHT inh | STK33 kinase inh | CHT PAM
CNC(=O)c1c(NC(=O)CCS(=O)(=O)c2ccc(C)cc2)sc2c1CCN(C(=O)OC)C2
 : i | -0.5 | i
Cc1cc(NS(=O)(=O)c2ccc(NC(=O)C(C)Oc3ccccc3Cl)cc2)no1 (stereo not given)
 : i | . | i
O=C(NC(=S)Nc1ccccc1O)c1ccccc1Cl
 : i | 0.7 | i
COc1ccccc1N1CCN(Cc2nc(N)nc(Nc3ccccc3)n2)CC1
 : i | -0.4 | i
CN(C)c1ccc(N=Nc2ccccc2C(=O)OCC(=O)NCC2CCCCC2)cc1
 : i | 1.2 | i
CN(CC(=O)Nc1ccc(Cl)c(Cl)c1)Cc1nnc(-c2ccc(F)cc2)o1
 : i | -0.5 | i
Cc1[nH]n(-c2cccc(Cl)c2)c(=O)c1-c1ccccc1
 : -6.1* | -1.0 | i
COc1ccc(-c2c[n+](CC(=O)OC3CC(C)CCC3C(C)C)c3n2CCC3)cc1 (stereo not given)
 : i | 0.4 | i
CCCCn1c(SCC(=O)Nc2sc3c(c2C(N)=O)CCC3)nnc1-c1ccccc1
 : i | 0.1 | i
Cc1nnc(SCCn2c(N3CC(C)CC(C)C3)nc3c2c(=O)[nH]c(=O)n3C)s1 (stereo not given)
 : i | -1.0 | i
O=C(c1ccco1)N1CCN(C(=O)N2CCCCC2)CC1
 : i | 0.2 | i
CCN1C(=O)/C(=C/N2CCc3ccccc3C2)SC1=S
 : i | -0.3 | i
COc1ccc(-c2nn(-c3ccccc3)cc2/C=C(\C#N)S(=O)(=O)c2ccccc2)cc1OC
 : i | -2.5 | i
CCN(CC(=O)Nc1ccc(Br)c(C)c1)CC(=O)NC(C)C
 : i | -0.6 | i
CCOC(=O)C1CCN(C(=O)N(C)C)CC1
 : i | -2.0 | i

(further entries)
Second line of a record: CHT inh | STK33 kinase inh | CHT PAM
COc1ccc(CCC(C)Nc2ccccc2F)cc1 (stereo not given)
 : i | 1.0 | i
CC(=O)Nc1ccc(NC(=O)C2CCC(N3C(=O)C4C5C=CC(C6CC56)C4C3=O)CC2)cc1 (stereo not given)
 : i | -1.3 | i
CC(CN1CCCCC1)OC(=O)c1ccc(Cl)cc1Cl (stereo not given)
 : i | 8.9 | i
O=C1NC(=S)N/C1=C/c1cccc2ccccc12
 : i | -0.3 | i
Cc1ccc(C)c(OC(=O)c2cncc(Br)c2)c1
 : i | -1.0 | i
CC1Cc2ccccc2N1S(=O)(=O)c1cccs1 (stereo not given)
 : i | -2.4 | i
COc1ccc(C(=O)c2c3ccc(OC)cc3[n+]([O-])n2Cc2ccc(C(N)=O)cc2)cc1
 : i | 4.4 | i
CCOC(=O)C(C)On1c(-c2cccc(Cl)c2)nc2ccc([N+](=O)[O-])cc21 (stereo not given)
 : i | 3.5 | i
Cc1cc(NC(=O)CSc2nnc(Nc3ccccc3)s2)no1
 : i | -1.2 | i
Cc1ccc(S(N)(=O)=O)cc1NC(=O)C1CC2CCC1C2 (stereo not given)
 : i | -3.2 | i
O=C(c1ccccc1NS(=O)(=O)c1cccc2cccnc12)N1CCOCC1
 : i | 0.1 | i
O=C(Nc1ccccc1)n1cc(-c2ccccn2)c(N2CCOCC2)n1
 : i | 0.4 | i
CC1CCCC(N2CCN(C(=O)c3cccc(F)c3)CC2)C1 (stereo not given)
 : i | -1.1 | i
Cc1nc2sc3c(c2c(=O)[nH]1)CCCC3
 : i | -2.4 | i
CC(C)NC(=O)C1CCN(C2CCN(C(=O)/C=C/c3cccs3)CC2)CC1
 : i | . | i

Additional entries follow.
Second line of a record: CHT inh | STK33 kinase inh | CHT PAM
COCc1cc(C)nc(SCC(=O)Nc2cccc(C)c2C)c1C#N
 : i | -0.8 | i
CCCCc1ccc(/C(C)=N/Nc2cc(N3CCOCC3)nc(C)n2)cc1
 : i | -1.7 | i
CC(C)c1ccc(S(=O)(=O)N2CCN(CC(=O)Nc3ccc4c(c3)OCO4)CC2)cc1
 : i | -0.3 | i
COc1ccc(CN2CCN(c3cccc(C)c3C)CC2)cc1OC
 : i | -1.8 | i
COc1cc(C(=O)N/N=c2/sc3ccccc3n2C)cc(OC)c1OC
 : i | -1.3 | i
C=CCn1c(SCc2nc3cc(C(=O)OC)ccc3c(=O)[nH]2)nc2sc(CC)cc2c1=O
 : i | -3.4 | i
O=C(Nc1nnc(COc2ccccc2)s1)Nc1ccccc1F
 : i | -1.3 | i
CN(C(=O)c1ccc2c(c1)OCO2)C1(C)CCS(=O)(=O)C1 (stereo not given)
 : i | -1.7 | i
COc1cc(SC#N)ccc1N=Cc1c(C)[nH]n(-c2ccc(C)cc2)c1=O
 : i | -1.3 | i
CCOC(=O)CCC(=O)NCc1ccc2c(c1)cc(C)n2C
 : i | -0.4 | i
O=C(CCN1CCN(c2ccccc2)CC1)Nc1ccc(OCc2ccccc2)cc1
 : i | -0.8 | i
Cc1ccc(-n2nc(C(=O)O)nc2-c2ccccc2)cc1
 : i | -1.2 | i
CCC(=O)c1ccc(OCC(O)CN(C)C2CCCCC2)cc1 (stereo not given)
 : i | -2.1 | i
O=C1OCC/C1=C\c1ccccc1O
 : i | -1.7 | i
Clc1ccc(C2=NNC(=NCc3ccc4c(c3)OCO4)SC2)cc1
 : i | -2.1 | i

The results go on:
Second line of a record: CHT inh | STK33 kinase inh | CHT PAM
Cc1ccc(Nc2nnc(SCC3CCCCO3)s2)cc1 (stereo not given)
 : i | -2.6 | i
C=CCc1c(C)[nH]c2c(OC)cccc2c1=S
 : i | -1.3 | i
O=Cc1cn(CCC(=O)O)nc1-c1cccc(Br)c1
 : i | 0.0 | i
CCOC(=O)N1CCC(N2Cc3cccc(C(=O)NC(C)c4ccc5c(c4)OCCO5)c3C2=O)CC1 (stereo not given)
 : i | -0.7 | i
O=C(CCN1CCCCCC1)Nc1cccc(Cl)c1
 : i | -0.5 | i
N#CC1=C(N)Oc2cc(O)c(Cl)cc2C1c1cccnc1 (stereo not given)
 : i | -0.8 | i
COC(=O)C(=C/C(C)=C/c1cccs1)C(=O)OC
 : i | -2.0 | i
CCOc1cc(C(=S)N2CCCC2)ccc1O
 : i | 1.4 | i
Cc1cc(C)c(C#N)c(SCc2ccc([N+](=O)[O-])cc2)n1
 : i | -0.5 | i
Cc1ccc2c(c1)nnn2C1CCN(CC(=O)Nc2ccc3c(c2)OCCO3)CC1
 : i | -0.8 | i
COc1cc(SC)ccc1C(=O)NCC1CCCO1 (stereo not given)
 : i | -0.3 | i
CCOC(=O)CNC(=S)n1cnc(N)n1
 : i | 0.2 | i
OCC[C@H]1C[C@H](O)[C@@H](O)[C@@]2(OCCCc3ccccc32)O1
 : i | -0.7 | i
Cc1ccc(N=Cc2c(O)[nH]c3ccccc23)c([N+](=O)[O-])c1
 : i | 1.3 | i
O=C(/C=C/Nc1ccc(Br)cc1F)c1ccco1
 : i | 0.9 | i

Carrying on:
Second line of a record: CHT inh | STK33 kinase inh | CHT PAM
Cc1cc(Br)ccc1NC(=O)CNC(=O)COc1ccccc1C
 : i | -0.9 | i
CC1CC1C(=O)OCC(=O)NC(=O)c1ccccc1 (stereo not given)
 : i | -1.2 | i
COc1c(C=O)cc2c3c1CCCN3CCC2
 : i | 1.1 | i
COc1ccccc1NC(=O)C(=O)NCCC1CCCCN1S(=O)(=O)c1cccs1 (stereo not given)
 : i | -1.4 | i
COc1ccc(C2CC(c3ccc4ccccc4c3)=NN2C(=O)COC(=O)C2CCC(=O)N2)cc1 (stereo not given)
 : i | -0.3 | i
Cc1cccc(C(=O)OCC(=O)c2cccc(Br)c2)c1O
 : i | -0.2 | i
Clc1ccc(Sc2ccc(/C=N/n3cnnc3)o2)cc1
 : i | -0.4 | i
CCOC(=O)CNC(=O)C(Cc1ccccc1)NS(=O)(=O)c1cccs1 (stereo not given)
 : i | -1.3 | i
Cc1ccc(F)cc1N=Cc1c(O)c2ccccc2oc1=O
 : i | -0.8 | i
COc1ccc(N(C(=O)CNS(=O)(=O)c2ccccc2)C(C(=O)NCc2ccco2)C(C)C)cc1 (stereo not given)
 : i | . | i
Cc1ccccc1-c1nnn(Cc2ccc(F)cc2Cl)n1
 : i | -0.6 | i
